Screening data from PubChem BioAssay.
GPR55 antagonists: inhibition of LPI-stimulated GPR55 beta-arrestin translocation – imaging, U2OS, beta-arrestin-GFP, LPI agonist, primary screen (AID 2013); U2OS GPR55 beta-arrestin-GFP translocation imaging, LPI antagonism; higher % means a stronger effect; inhibition, % at 10 µM, or IC50 in µM where a hit was titrated; actives 0.13% (n = 290,000);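 active = spots per cell inhibited over 60%, with over 100 cells counted and total cytoplasm intensity under 500,000; inconclusive = wells with under 100 cells, flagged as likely toxic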;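 note: U2OS cells stably carrying GPR55 and arrestin-GFP stimulated by 5 µM LPI near EC80; imaged beta-arrestin-GFP aggregate spots per cell after agonist stimulation; plate controls were LPI-stimulated DMSO wells for no effect and DMSO wells without LPI for full effect; some results filed as inactive read as strong as hits; confirmed hits need IC50 under 10 µM and bright autofluorescent wells are also inconclusive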
GPR55 beta-arrestin: selective activators of receptor GPR55 – imaging, U2OS cells, beta-arrestin-GFP redistribution, primary screen (AID 1961) | actives 0.048% (n = 290,000) | activation, % at 10 µM, or EC50 in µM where a hit was titrated | U2OS GPR55 beta-arrestin-GFP redistribution imaging; higher % means a stronger effect;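 active = activation above 40% with more than 50 cells counted in the well; inconclusive = wells holding fewer than 50 cells, flagged as toxic or sparse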;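 note: U2OS osteosarcoma cells stably expressing GPR55 and beta-arrestin-GFP; plate controls were DMSO negative control for no effect and LPI positive control for full effect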
HIV peptide binding: inhibitors of HIV fusion peptide binding, primary screen, biochemical, uHTS, fluorescence dequenching (AID 1986) | one-dose inhibition, % at 20 µM; IC50 in µM for titrated hits | cell-free peptide binding, fluorescence dequenching, 30 min; higher % means a stronger effect | actives 0.3% (n = 290,000); in the data active = inhibition mostly above about 52%, no sharp cut-off; inactive = mostly below about 76%; note: some results filed as inactive read as strong as hits
KOR beta-arrestin-1: KOR antagonists, beta-arrestin recruitment, cell-based, luminescence, uHTS (AID 1778); KOR beta-arrestin recruitment, luminescence, antagonist mode; higher % means a stronger effect; one-dose inhibition, % at 10 µM; IC50 in µM for titrated hits; actives 0.091% (n = 290,000); in the data active = inhibition above about 50%; note: strong numbers were not always called active
SIAH1 antagonists: blockers of Siah-1 interaction with plectin peptide – biochemical, fluorescence polarization, rhodamine-plectin, uHTS, primary screen (AID 1817) | Siah-1 / rhodamine-plectin peptide fluorescence polarization; higher % means a stronger effect | one-dose displacement, % at 20 µM; IC50 in µM for titrated hits | actives 0.02% (n = 290,000);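 active = displacement of at least 50% at 20 µM, with a fluorescence ratio check between 0.3 and a set limit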;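 note: plate controls were Siah plus tracer with DMSO for no effect and tracer alone without Siah for full effect; strong numbers were not always called active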
NOD1 NF-kB reporter: NOD1 signaling inhibitors, primary screen, cell-based, luminescence, uHTS (AID 1578) | NOD1-driven NF-kB luciferase reporter cells, luminescence; higher % means a stronger effect | one-dose inhibition, % at 4 µM; EC50 in µM for titrated hits | actives 1% (n = 290,000); in the data active = inhibition mostly above about 36%, no sharp cut-off; inactive = mostly below about 34%;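 note: HEK-293T reporter cells stimulated with the NOD1 agonist gamma-tri-DAP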
AID2073: disruptors of CaV2.2 binding to Mint1 – biochemical, HTRF (AID 2073) | inhibition, % at 20 µM, or IC50 in µM where a hit was titrated | actives 0.19% (n = 290,000) | HTRF protein-protein interaction, Mint1-CaV2.2; higher % means a stronger effect; in the data active = inhibition mostly above about 51%, no sharp cut-off; inconclusive = no clear call, values can overlap the other calls; inactive = mostly below about 53%; note: some results filed as inactive read as strong as hits
KOR beta-arrestin-2: kappa opioid receptor activators – cell-based, luminescence, uHTS, primary screen (AID 1777) | one-dose activation, % at 10 µM; EC50 in µM for titrated hits | KOR beta-arrestin recruitment, luminescence; higher % means a stronger effect | actives 0.02% (n = 280,000); in the data active = activation above about 50%, passing the limit was not always enough; note: a part of the inactive calls stands beside numbers as strong as those of hits
GPR35 antagonists: GPR35 antagonists blocking zaprinast-driven arrestin recruitment, primary screen, imaging, U2OS, beta-arrestin-GFP, zaprinast agonist (AID 2058) | U2OS GPR35 beta-arrestin-GFP translocation imaging, zaprinast antagonism; higher % means a stronger effect | inhibition, % at 10 µM; hits with a dose series show IC50 in µM | actives 0.052% (n = 290,000);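 active = inhibition of at least 50% with at least 30 cells and total cytoplasm GFP at most 10,000,000; inconclusive = under 30 cells or total GFP of 10,000,000 plus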
An asterisk follows results filed as active; ? = inconclusive; nt = not tested or not shown; [ ] = another dose, or the depositor's remark.

SMILES	GPR55 antagonists	GPR55 beta-arrestin	HIV peptide binding	KOR beta-arrestin-1	SIAH1 antagonists	NOD1 NF-kB reporter	AID2073	KOR beta-arrestin-2	GPR35 antagonists
CCOC(=O)N1CCN(S(=O)(=O)c2ccc(F)c(C(=O)Nc3cccc(Cl)c3C)c2)CC1	-2%	0.4%	0.5%	5%	5%	-18%	-4%	-1.6%	2%
Cc1cc(/C=C2/C(=O)NN(c3ccccc3)C2=O)c(C)n1-c1ccc(O)cc1	8%	0.0%	12%	nt	7%	18%	-3%	2.9%	19%
CC(=O)N(CN1C(=O)c2ccccc2C1=O)c1cccc(C)c1	-10%	-0.6%	7.9%	-13%	-2%	3%	8%	11%	-2%
COc1ccc(CNCC(O)(c2ccccc2)c2ccc(Cl)cc2)cc1 (configuration not stated)	40%	0.8%	-3.3%	-12%	8%	-28%	-8%	-0.7%	-1%
COc1ccc(CNC(=O)[C@H](C)NC(=O)C2CCN(C(=O)[C@@H](N)CCSC)CC2)cc1	-9%	-0.2%	0.0%	-17%[20 µM]	-6%	38%	13%	-2.0%	-5%
CC(=O)Nc1ccccc1NC(=O)c1ccccc1-c1ccccc1	-21%	-0.1%	-0.7%	-14%[20 µM]	0%	73%*	8%	6.5%	-5%
O=C(CN1CCCc2ccccc21)N1CCc2ccccc21	0%	-0.1%	2.1%	4%	3%	5%	6%	1.4%	-5%
CC(C)OCCCNC(=O)c1ccc(CN2CCc3ccccc3C2)cc1	-4%	0.1%	1.2%	-26%[20 µM]	11%	-23%	-6%	1.3%	6%
COc1ccc(C(=O)c2ccc(OC)c(OC)c2)cc1OC	4%	0.0%	0.5%	-2%	-2%	-7%	32%	-2.1%	-3%
Cc1cc(C(F)(F)F)n2nc(-c3cnn(C)c3C(F)(F)F)c(Br)c2n1	5%	-0.1%	-1.5%	-30%[20 µM]	5%	-2%	0%	-2.7%	-3%
Cc1cccc(NC(=O)CN2C(=O)NC(C)(c3ccc4c(c3)OCO4)C2=O)c1 (configuration not stated)	3%	0.2%	-1.6%	4%	5%	-38%	-3%	-4.8%	-5%
CCOc1ccc(-c2nnn(CC(=O)N3CCCC(C)C3)n2)cc1 (configuration not stated)	-5%	-0.1%	-0.4%	-45%[20 µM]	11%	-30%	-7%	-6.7%	-7%
O=C(NNC(=O)c1cccnc1)c1ccncc1	9%	0.3%	0.6%	-2%	4%	-3%	8%	2.9%	10%
CCCC(=O)NCCCCNC(=O)CCC	1%	-0.1%	1.2%	9%	-3%	5%	3%	1.7%	4%
Cc1ccc(CCNC(=O)C2CCN(c3nn4c(=O)cc(C)nc4s3)CC2)cc1	-9%	-0.1%	-2.9%	6%	-1%	-12%	-7%	4.6%	-5%
Cc1ccc(C(=O)CNc2nc3c(c(=O)[nH]c(=O)n3C)n2Cc2ccccc2)cc1	3%	-0.1%	-1.2%	-8%	0%	58%	-11%	-0.1%	20%
O=C(Nc1ccc2ccccc2c1)c1ccc(Cl)cc1Cl	7%	-0.1%	1.8%	-11%	5%	-10%	18%	7.0%	4%
COc1cc(CNC(C)(C)CO)ccc1OCC(=O)Nc1ccc(Br)cc1	-2%	0.0%	-1.9%	11%	1%	6%	8%	-1.4%	4%
COc1ccc(C(C)(C)C)cc1NC(=O)c1ccc2c(c1)SC1=NS(=O)(=O)CCN12	10%	0.9%	1.6%	-3%	0%	-5%	26%	-0.3%	7%
Oc1ccccc1CN1CCN(C(O)(c2ccccc2)c2ccccc2)CC1	15%	-0.1%	-1.3%	-6%[20 µM]	-1%	-2%	-6%	1.7%	5%
O=C(Cc1ccc(F)cc1)NCCc1ccccc1	-2%	-0.2%	-0.9%	17%	3%	4%	-14%	-9.2%	4%
CCOC(=O)C1(Cc2ccccc2C)CCCN(C(=O)c2ccc(COC)o2)C1 (configuration not stated)	-5%	-0.1%	-1.7%	34%	-4%	-21%	9%	-6.6%	3%
O=C(CN1CCc2ccccc2C1)Nc1cc(S(=O)(=O)N2CCOCC2)ccc1N1CCOCC1	15%	-0.2%	-0.1%	-2%	-2%	-18%	6%	-0.8%	9%
COc1ccc(C(=O)N2CCCCCC2)cc1S(=O)(=O)N1CCOCC1	3%	-0.2%	-1.6%	10%	-1%	-40%	-6%	0.9%	-2%
O=C(CCc1nc2ccccc2n1-c1ccccc1)NCCO	5%	0.0%	-0.3%	-21%	13%	-13%	6%	10%	-8%
c1coc(CNc2ncnc3[nH]ncc23)c1	-6%	-0.1%	1.2%	30%	3%	-5%	1%	0.7%	-1%
O=C(Nc1sc2c(c1C(=O)O)CCCCC2)c1ccccc1F	10%	0.6%	7.3%	-3%	14%	10%	?	-4.5%	-3%
COc1cc(C(=O)N2CCN(C(=O)c3cccc4ccccc34)CC2)cc(OC)c1OC	4%	-0.1%	1.0%	-1%	10%	9%	18%	0.9%	-4%
C/C(N)=C(\C#N)C(=O)NCCc1ccccn1	4%	-0.1%	-0.1%	-1%	12%	-38%	-4%	-1.7%	2%
C/C(=N\NC(=O)CNC(=O)c1ccncc1)c1ccc(C)cc1	4%	-0.1%	-0.5%	-11%	-4%	-16%	10%	-1.8%	-2%
COc1ccc(C)cc1NC(=O)c1c([N+](=O)[O-])cnn1C	2%	-0.1%	-1.1%	-17%[20 µM]	0%	-25%	4%	-0.1%	2%
CC(=O)c1ccc(N=Nc2ccc(N)cc2)cc1	5%	-0.1%	-6.0%	-8%	-1%	-1%	-15%	2.6%	5%
CCC(C)NC(=O)CCc1c(C)nc2c(c(C)nn2-c2ccccc2)c1C (configuration not stated)	0%	-0.1%	-0.7%	3%	0%	-4%	5%	0.2%	-12%
Cc1nc2ccccc2c(=O)n1CCCO	27%	-0.1%	-2.2%	3%	1%	-16%	4%	0.5%	20%
COCCn1nnnc1C(c1ccccc1OC)N1CCN(c2ccccc2F)CC1 (configuration not stated)	7%	0.3%	-0.4%	9%	8%	-8%	-3%	0.5%	1%
COc1cccc(CN=c2c([N+](=O)[O-])nn(-c3ccccc3C)n2O)c1	14%	-0.2%	0.2%	-20%	23%	-12%	0%	-5.7%	4%
Cc1cc(-n2c(SCCC#N)nnc2-c2cccnc2)ccc1Cl	-5%	-0.1%	-2.7%	33%	-1%	-19%	-8%	-6.1%	-11%
Cc1ccnc(NS(=O)(=O)c2ccc(NC(=O)C3COc4ccccc4O3)cc2)n1 (configuration not stated)	-1%	0.2%	-1.1%	-14%	4%	-11%	5%	-5.3%	-3%
N=C1C(c2nc3ccccc3[nH]2)=C(O)CN1NC(=O)COc1cccc(F)c1	6%	0.3%	-2.5%	17%	-1%	-6%	2%	6.7%	20%
O=C(Nc1ccc(N2CCCCC2)cc1)c1cccnc1Cl	-20%	-0.1%	-1.9%	-8%	-2%	-28%	-3%	5.7%	1%
CN(Cc1nc2ccccc2c(=O)[nH]1)Cc1nc2ccsc2c(=O)[nH]1	2%	0.0%	2.3%	-4%	-3%	-57%	-6%	0.0%	-14%
Cc1ccc2nc(N3CCN(C(=O)CCCC(=O)O)CC3)nc(-c3ccccc3)c2c1	0%	0.5%	-0.7%	-28%	-2%	15%	27%	1.8%	-11%
COC(=O)c1ccccc1NC(=O)CSc1nnnn1CC(=O)O	-6%	0.0%	0.5%	-30%	3%	-39%	9%	3.0%	-13%
COc1ccc(CCn2c(N)c(S(=O)(=O)c3cccs3)c3nc4ccccc4nc32)cc1OC	3%	-0.3%	-0.4%	28%	7%	-3%	35%	-0.4%	-3%
COc1ccc(/C=C(\NC(=O)c2ccccc2)C(=O)N2CCCCC2)cc1OC	-3%	-0.3%	0.6%	-28%[20 µM]	-3%	-25%	13%	2.3%	-7%
COc1cccc(CN(CC2CCCO2)S(=O)(=O)c2ccc(-n3cnnn3)c(OC)c2)c1 (configuration not stated)	-8%	0.2%	0.4%	-9%	-5%	-7%	-3%	-2.1%	4%
O=C(Nc1ccc(F)cc1F)C1CCN(c2ncnc3c2sc2cccc(F)c23)CC1	-2%	-0.1%	7.4%	-5%[20 µM]	4%	22%	11%	-4.0%	-8%
Cc1nc(N)sc1N=Nc1c(C)n(C)n(-c2ccccc2)c1=O	10%	-0.1%	-0.6%	23%	4%	0%	-28%	0.7%	1%
O=C(O)c1ccc[nH]c1=S	6%	0.0%	0.6%	3%	8%	2%	-17%	0.9%	-5%
Cc1ccc(C(=O)NCCc2ccc(F)cc2)s1	0%	-0.1%	-0.5%	-27%	-1%	-30%	3%	-2.7%	-6%
COC(=O)c1cc2c(ccn2C)n1C	3%	-0.1%	0.9%	-36%[20 µM]	4%	-32%	-14%	nt	5%
COC(=O)c1ccc(NC(=O)CN(c2ccc(C)cc2)S(=O)(=O)c2c(C)n[nH]c2C)cc1	3%	0.3%	-2.7%	20%	-1%	8%	3%	-3.8%	-5%
COc1ccc(C(=O)NC2CC2)cc1OC1CCN(Cc2ccccc2O)CC1	10%	-0.1%	-0.1%	8%	5%	-23%	5%	3.4%	10%
CCN(CC)CCN(CC(=O)N(C1CCCCC1)C1CCCCC1)C(=O)c1cccnc1	6%	0.2%	0.6%	-36%[20 µM]	5%	-22%	2%	nt	6%
CCC1=Nc2cc(C(=O)NCc3ccco3)ccc2Sc2ccccc21	5%	-0.6%	1.0%	-29%	-2%	19%	18%	6.0%	15%
Cc1cc(=O)[nH]c(SCC2COC3(CCCCC3)O2)n1 (configuration not stated)	0%	1.4%	0.3%	18%	4%	-12%	-5%	-1.8%	-12%
Cc1c(C(=O)Nc2ccc(Cc3ccncc3)cc2)cccc1[N+](=O)[O-]	7%	0.8%	2.1%	4%	3%	25%	-7%	-2.7%	-2%
CC1CC(C)CN(c2nc3c(c(=O)n(C)c(=O)n3C)n2C)C1 (configuration not stated)	19%	-0.1%	1.4%	-21%	5%	3%	1%	-1.8%	7%
COc1ccc(C2c3c(nc[nH]c3=O)Oc3nc[nH]c(=O)c32)cc1	-2%	-0.1%	-1.2%	22%	12%	-6%	0%	-4.9%	-1%
COc1ccc(N2C(=O)CC(Sc3nc4ccccc4s3)C2=O)cc1OC (configuration not stated)	-6%	0.2%	-1.8%	-6%	14%	-45%	2%	-3.2%	9%
CCOC(=O)N1CCN(c2c(F)cc3[nH]c(=S)[nH]c3c2Br)CC1	9%	-0.2%	2.2%	-61%	-3%	-1%	-7%	2.1%	-2%
COc1ccc(CNC(=O)C2CCCN2)cc1OC (configuration not stated)	8%	0.7%	0.6%	-2%[20 µM]	7%	-27%	-10%	-3.6%	-4%

Only part of the results is shown. The share of hits here may be higher or lower than overall.
